ELG1 genotox: genotoxicity induction in ELG1-luciferase HEK293T cells | Potency, µM (top dose mostly 46 µM), inactives show top-dose activity change, positive = activation, usual class: activators | hit rate 1.3% among 330,000 | HEK293T ELG1-luciferase reporter, luminescence, 16 h | AID 504466; note: potency is the fitted concentration of half-maximal effect; % of control where 0% means no effect; nearly all actives have a fitted effect of over 60% in size
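ELG1-luciferase HEK293T cells, 2,000/well; compound pinned in; 16 hr, 37 °C, 5% CO2; ONE-Glo, 30 min RT; luminescence on CCD imager.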
Tb PFK block: inhibitors of T. brucei phosphofructokinase; hit rate 0.17% among 330,000; T. brucei PFK, ADP-Glo luminescence; AID 485367; Potency, µM (highest dose often 57.5 µM), for inactives: at the highest dose activity, negative = inhibition, usual class: inhibitors;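 note: potency is the fitted concentration of half-maximal effect; 0% = uninhibited 1x PFK enzyme wells and -100% = no-enzyme wells; nearly all actives have a fitted effect of over 60% in size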
Target sequence (O15648 whole entry, looked up): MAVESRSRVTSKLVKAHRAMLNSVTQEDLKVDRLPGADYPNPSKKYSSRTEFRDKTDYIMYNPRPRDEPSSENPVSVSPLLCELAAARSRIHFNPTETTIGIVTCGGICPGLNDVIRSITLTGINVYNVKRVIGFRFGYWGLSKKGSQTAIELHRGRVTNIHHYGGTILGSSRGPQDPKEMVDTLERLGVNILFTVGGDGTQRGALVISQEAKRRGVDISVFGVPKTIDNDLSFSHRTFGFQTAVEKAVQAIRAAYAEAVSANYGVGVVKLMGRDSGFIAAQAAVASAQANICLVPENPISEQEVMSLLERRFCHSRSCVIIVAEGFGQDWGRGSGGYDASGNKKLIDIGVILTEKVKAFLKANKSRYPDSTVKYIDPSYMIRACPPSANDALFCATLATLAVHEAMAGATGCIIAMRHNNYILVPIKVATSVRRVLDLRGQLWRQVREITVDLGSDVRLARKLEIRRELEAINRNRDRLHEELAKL
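1.25 nM PFK with 0.5 mM F6P and 0.1 mM ATP in 0.1 M TEA pH 8.0, 5 mM MgCl2, incubated 45 min at room temperature; ADP measured by ADP-Glo luminescence; compounds titrated up to 57 uM.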
TRPV1 agonist: human TRPV1 agonism; Q8NER1; TRPV1-expressing cells, Fluo-8 calcium influx, agonist mode; activation, % at 8.33 µM; hit rate 0.19% among 320,000; AID 540275; in the data active = activation above about 80%; inconclusive = between about 30% and that limit; note: 0% is about no effect
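Cells expressing TRPV1 were dye-loaded with Fluo-8 and read kinetically: 10 s baseline, 3 min after compound (agonist portion), then 2 min after EC20 capsaicin (allosteric enhancer portion). Calcium-bound dye fluorescence at 480/520 nm.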
ELG1 repair inh: ELG1-dependent DNA repair inhibition. HEK293T ELG1-luciferase reporter, luminescence, 16 h; DNA damage induced by 5-fluorouridine. Potency, µM (highest dose often 46.1 µM), for inactives: at the top dose activity change, negative = inhibition, actives largely listed as inhibitors. hit rate 2.3% among 330,000. AID 504467; note: potency is the fitted concentration of half-maximal effect; % is set by controls: 0 for no effect and ±100 for the full control effect; nearly all actives have a fitted effect of over 55% in size
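Quantitative HTS, concentration-response format. 2,000 cells/well co-treated with 5-fluorouridine and compound, 16 hr in 5% CO2 at 37 °C; ONE-Glo luminescence read after 30 min.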
p53 reactivation: restores transcriptional activity of mutant p53; Potency, µM (top dose mostly 92.2 µM), without a hit: at the highest dose activity change, positive = activation, hits mostly activators; H1299 p53-A138V BP100-luciferase reporter, luminescence, 24 h; AID 504706; hit rate 0.063% among 320,000; note: potency is the fitted concentration of half-maximal effect; % of control where 0% means no effect; nearly all actives have a fitted effect of over 45% in size
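H1299 (p53-null), stable ts p53-A138V + BP100-Luc; 1000 cells/well, Opti-MEM/10% FBS; cpd 4 pt, 1:5; 24 h, 37 deg C, 5% CO2; detection reagent 10 min RT; luminescence.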
RORgamma inh: ROR gamma (mouse) transcription inhibition. Drosophila S2 Gal4-RORgamma UAS-luciferase reporter, 20 h. hit rate 5.4% among 310,000. Potency, µM (series often up to 53.6 µM), for the others: at the top dose activity change, negative = inhibition, hits mostly inhibitors. P51450; note: potency is the fitted concentration of half-maximal effect; % is set by controls: 0 for no effect and ±100 for the full control effect; nearly all actives have a fitted effect of over 60% in size
Target sequence (P51450 whole entry, looked up, the tested form may be a part): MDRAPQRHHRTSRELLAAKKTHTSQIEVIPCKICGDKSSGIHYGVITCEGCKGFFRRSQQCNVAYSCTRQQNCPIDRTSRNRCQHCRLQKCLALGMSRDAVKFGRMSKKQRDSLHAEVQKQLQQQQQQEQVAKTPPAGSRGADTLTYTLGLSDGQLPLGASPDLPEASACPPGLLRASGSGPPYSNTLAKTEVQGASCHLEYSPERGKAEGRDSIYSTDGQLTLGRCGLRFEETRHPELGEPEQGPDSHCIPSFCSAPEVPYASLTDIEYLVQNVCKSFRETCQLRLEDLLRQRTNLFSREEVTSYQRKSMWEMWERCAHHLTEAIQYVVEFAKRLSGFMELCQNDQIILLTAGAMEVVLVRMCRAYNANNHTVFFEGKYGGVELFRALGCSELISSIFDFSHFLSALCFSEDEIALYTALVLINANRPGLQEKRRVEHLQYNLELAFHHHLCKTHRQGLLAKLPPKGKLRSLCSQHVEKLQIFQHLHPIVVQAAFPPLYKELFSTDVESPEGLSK
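Drosophila Schneider cells stably carrying a metallothionein-driven Gal4 DBD–ROR gamma fusion and a UAS-Photinus luciferase reporter were exposed to compound for 1 hr, then induced with copper sulfate (700 uM final) for 20 hr at ambient temperature before luminescence reading.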
FLuc modulator: inhibits or activates purified firefly luciferase, miR-21 counter-screen. P08659. purified FLuc, Km substrates, luminescence inhibition. Potency, µM (titrated, usually from 57.5 µM), for the others: at the top dose activity change, negative = inhibition, hits mostly inhibitors. hit rate 6.9% among 360,000;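 note: potency is the fitted concentration of half-maximal effect; plate controls were vehicle for no effect and reference inhibitor for full effect; nearly all actives have a fitted effect of over 55% in size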
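Purified P. pyralis luciferase (10nM final) with 10uM D-luciferin and 10uM ATP (Km levels) in 50mM Tris acetate pH 7.5, 10mM Mg acetate, 0.01% Tween-20, 0.05% BSA; qHTS 6-point titration, ~60 µM downward; luminescence read.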
VP16 counter: inhibits Gal4-VP16 luciferase reporter, ROR gamma counter-screen; Drosophila S2 Gal4-VP16 UAS-luciferase, luminescence, 20 h; Potency, µM (series often up to 53.6 µM), for the others: at the highest dose activity, negative = inhibition, actives largely listed as inhibitors; hit rate 3.5% among 310,000; AID 2546;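 note: Gal4-VP16 expression switched on by copper sulfate through the metallothionein promoter; potency is the fitted concentration of half-maximal effect; % is set by controls: 0 for no effect and ±100 for the full control effect; nearly all actives have a fitted effect of over 50% in size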
BRCA1 expr act: activators of BRCA1 expression. MCF7-BRCA1-FFLuc reporter, luminescence, 48 h; response scale: scaled: vehicle 0%, 10 µM genistein 100%. hit rate 1.1% among 380,000. Potency, µM (doses to about 46.1 µM), for inactives: at the highest dose activation, usual class: activators; note: potency is the fitted concentration of half-maximal effect; nearly all actives have a fitted effect of over 80% in size; some results filed as inactive show a strong effect at the top dose
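Using MCF7 cells harboring a BRCA1 firefly luciferase reporter, plated 2 h before compound pinning, the screen measured luminescence after 48 h incubation. Responses were normalized to DMSO and 10 microM genistein, then fitted for concentration-effect.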
Rab9 prom act: Rab9 promoter activation. Huh7 Rab9 promoter-luciferase reporter, luminescence, 24 h. Potency, µM (highest dose often 9.22 µM), inactives show at the highest dose activation, negative = inhibition, actives largely listed as activators. hit rate 2.8% among 320,000; note: potency is the fitted concentration of half-maximal effect; % of control where 0% means no effect; nearly all actives have a fitted effect of over 60% in size
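Using Huh7 cells stably transfected with Rab9 promoter–luciferase, compounds were incubated 24 h at 37 °C, 5% CO2; luciferase luminescence was read 10 min after reagent addition.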
NPC1 prom act: activators of NPC1 promoter; Huh7 NPC1 promoter luciferase reporter, 24 h; Potency, µM (titrated, usually from 9.22 µM), for the others: at the top dose activation, usual class: activators; hit rate 2.4% among 320,000; AID 485313;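 note: potency is the fitted concentration of half-maximal effect; % of control where 0% means no effect; nearly all actives have a fitted effect of over 60% in size; reporter is driven by a mutant NPC1 promoter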
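Compounds in DMSO were transferred onto Huh7 NPC1-luciferase reporter cells pre-incubated 2 h; after 24 h at 37 °C, Amplite reagent was dispensed and luminescence recorded 10 min later.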
Starred values were filed as active, the others as inactive; i = inactive; ? = inconclusive; nt = no result given; & = joins results of further samples; [ ] = remark or other dose. Unless noted, calls come from the whole dose curve; as a rule, active = well fitted curve in the direction sought with a large enough effect; inconclusive = small, poorly fitted or top-dose-only effect, or another doubt; inactive = no such curve, though single readings can be large; an effect the other way counts as inactive or inconclusive. The order is random; 15% or so of the library scored in one or more.

SMILES	ELG1 genotox	Tb PFK block	TRPV1 agonist	ELG1 repair inh	p53 reactivation	RORgamma inh	FLuc modulator	VP16 counter	BRCA1 expr act	Rab9 prom act	NPC1 prom act
CCOC(=O)c1[nH]c2ccccc2c1NC(=S)Nc1cc(C)ccc1C	-3%	-2%	-1	?	21%	2%	-12%	?	-3%	9%	24%
Cc1ccc(C)c(N2CCN(S(=O)(=O)c3ccc4c(c3)C(C)(C)C(=O)N4C)CC2)c1	9%	-2%	-1	10%	10%	-1%	2%	1%	-14%	0%	1%
CCCc1ccc(-c2cc(C(=O)NC3=NCCS3)c3ccccc3n2)cc1	?	0%	21	?	?	1.8µM*	0.34µM*	1.6µM*	?	4.5µM*	1.1µM*
O=C(CSc1nnc2ccccn12)NC(=O)Cc1ccccc1	0%	0%	-5	11%	2%	-24%	2%	-20%	0%	4%	-4%
CC(=O)NC1C(OCCOc2ccc(Cl)cc2C)OC(CO)C(O)C1O (centres undefined)	-3%	-1%	-2	-9%	-1%	1%	1%	-9%	-9%	-3%	-2%
O=C(/C=C/c1cccs1)c1ccc(NC(=O)c2cccc(Br)c2)cc1	2%	-14%	6	?	7%	?	-13%	-4%	11µM*	18%	20%
CCCn1c(SCC(=O)Nc2nnc(CC)s2)nnc1-c1ccco1	-5%	-8%	-1	-6%	1%	31%	5%	12%	-19%	-1%	-3%
CCC(C)(C)NC(=O)CN(C(=O)CCC(=O)Nc1nccs1)c1ccc2c(c1)OCCO2	?	0%	-1	11%	-3%	2%	0%	17%	-5%	-1%	0%
O=C(NCc1cccs1)C1CCCN(C(=O)Nc2ccc(F)cc2)C1 (centres undefined)	3%	1%	19	?	3%	-20%	-1%	-5%	-18%	11%	0%
CC(C)C[C@H]1CN=C(Nc2ccccc2)N1CCCC1CCCCC1	-5%	-2%	-4	-2%	5%	18%	0%	-5%	-40%	-10%	9%
O=C(CSc1nnc(CNC(=O)c2ccccc2)o1)Nc1nccs1	-3%	2%	-2	?	-10%	-14%	1%	-3%	-2%	2%	0%
COC(=O)CCc1c(C)[nH]c(C(=O)OCc2ccccc2)c1C	1%	-1%	10	6%	-2%	-22%&-17%	-7%	-13%&-14%	21%	0%	1%
CC(C)CC(=O)NCCc1ccncc1	-3%	-3%	-3	11%	1%	12%	1%	-6%	1%	-5%	0%
O=C(/C=C/c1ccccc1)N/C(=C/c1ccccc1)C(=O)NCCCO	-2%	-5%	1	0%	-5%	-1%	3%	2%	0%	-6%	-4%
O=C(CCN1C(=O)c2ccc([N+](=O)[O-])cc2C1=O)Nc1ccc(O)cc1C(=O)O	2%	-3%	-12	-17%	0%	4%	-19%	-3%	0%	2%	-4%
CC(C)(C)NC(=O)NC(=O)CN1CCN(C(c2ccccc2)c2ccccc2)CC1	-9%	0%	?	?	6%	?	3%	3%	-11%	-10%	-3%
O=C(CSc1nnc2scc(-c3ccc(F)cc3)n12)NCc1ccco1	1%	-3%	0	7%	0%	0%	2%	-3%	5%	2%	-4%
CC1C(=O)N2CCCc3cc(NC(=O)C4CCCCC4)cc1c32 (centres undefined)	16%	4%	-4	16%	-4%	nt	-4%	nt	-32%	1%	6%
Cc1ccc(C(=O)O/N=C2\CCCc3ccccc32)cc1	0%	-6%	14	0%	10%	-7%	0.17µM*	0%	4%[1.84 µM]	0%	15%
O=C(Nc1nnc(S(=O)(=O)N2CCCC2)s1)c1ccccc1F	3%	-1%	3	21%	11%	40%	?	-5%	20%	-3%	-4%
Cc1ccc(C)c(S(=O)(=O)Nc2ccccc2C(=O)Nc2ccccc2N2CCOCC2)c1	-9%	3%	5	?	-4%	23%	9%	-2%	-19%	-6%	-5%
COc1ccccc1N1CCN(C(=O)/C=C/c2ccc(C)cc2)CC1	-1%	0%	2	-3%	-2%	2%	-17%	3%	-4%	-5%	-1%
COc1ccc(N2C(=S)NC3c4cc(Cl)ccc4OC2(C)C3C(=O)N(C)C)cc1 (centres undefined)	1%	1%	1	8%	-2%	?	-2%	8%	-37%	-2%	-8%
O=C(CCC(=O)N1CCOc2ccccc21)Nc1ccccc1Cl	-10%	-3%	-1	1%	5%	1%	1%	-2%	22%	1%	2%
CNC(=O)N(O)C1N(/N=C/c2cccs2)C(=S)SC1(C)C (centres undefined)	2%	-1%	0	13%	-2%	-24%	-1%	11%	4%	-1%	-7%
CC(C)(C)c1ccc(-c2nnc(SCC(=O)Nc3sc4c(c3C#N)CCCC4)o2)cc1	5%	0%	-2	11%	1%	-18%[10 µM]	?	-13%	-3%	2%	2%
CN1CCc2c(sc3c2C(=O)NC(c2ccc(-c4cccc(Cl)c4)o2)N3)C1 (centres undefined)	0%	-6%	11	-14%	8%	8%	?	3%	4%	2%	0%
O=C(NC(=S)Nc1ccc2c(c1)OCCO2)c1ccccc1F	?	4%	5	?	24%	10µM*	5.4µM*	?	?	1.3µM*	2.5µM*
O=C(C#Cc1ccccc1)NCc1ccccc1F	-16%	-1%	5	1%	-22%	?	?	?	22%	23%	6%
CS(=O)(=O)c1ccc(C(=O)OCC(=O)NNC(=O)COc2ccc(Cl)cc2)cc1	6%	-2%	3	?	-9%	nt	3%	nt	-14%	-5%	-5%
Cc1ccc(CNC(=O)c2ccc(N3CCC4(CC3)CC(c3ccccc3)=NO4)c(NC(=O)c3c(Cl)cccc3Cl)c2)cc1	4%	-6%	-4	27%	3%	nt	3%	nt	0%	1%	-2%
CN(CC(=O)Nc1ccccc1Cl)C(=O)CSc1nnc(-c2ccco2)n1C	2%	-5%	1	1%	2%	nt	nt	nt	-4%	1%	1%
O=S(=O)(Cc1ccccc1Cl)Nc1ccccn1	-6%	2%	-6	8%	-4%	?	2%	0%	2%	2%	-2%
CCOc1ccccc1NC(=O)Cn1c(=O)oc2cc(Cl)ccc21	2%	0%	4	-14%	-5%	25%	0%	-18%	-3%	1%	-3%
COc1cccc(CN2CC(C(=O)NCc3ccc(C)c(F)c3)CCC2=O)c1 (centres undefined)	-4%	-18%	27	-5%	-17%	-1%	3%	-3%	1%	8%	-1%
COC(=O)c1[nH]c2ccc(F)cc2c1NS(=O)(=O)c1ccc(OC)cc1OC	-1%	-7%	-2	2%	-8%	0%	1%	5%	-32%	-3%	-1%
CNC(=O)c1ccsc1NC(=O)C1CCN(S(=O)(=O)c2ccc(Cl)s2)CC1	-6%	1%	2	18µM*	-10%	nt	13%	nt	-37%	0%	-1%
CC(/C=C/c1ccco1)=N\NC(=O)C(O)c1ccccc1 (centres undefined)	5%	-1%	2	?	11%	-38%	?	-4%	3%	-1%	0%
CCOC(=O)c1ccc(-c2ccc(/C=C(\C#N)C(=O)NCc3cccs3)o2)cc1	8%	1%	-2	?	0%	?	2%	3.2µM*	12%	17%	20%
O=C(CSc1nc2ccccc2s1)N/N=C/c1ccccc1C(=O)O	?	9%	nt	?	7%	18%	?	1%	-6%	11%	8%
Cc1cc([N+](=O)[O-])ccc1NCc1ccccc1	-6%	-6%	14	2%	-4%	22%	-16%	-6%	-25%	1%	1%
N#Cc1ccc2c(c1)C[C@]1(CCCCN3C(=O)c4ccccc4C3=O)Oc3c(c(=O)oc4ccc(F)cc34)C2O1	nt	3%[11.5 µM]	i	nt	nt	7%[10 µM]	1%[11.5 µM]	4%[10 µM]	nt	-5%[1.84 µM]	3%[1.84 µM]
O=S(Cc1ccc(Br)cc1)Cc1nnc(SCc2ccc(Br)cc2)n1-c1ccccc1 (centres undefined)	-5%	-3%	-4	?	0%	?	3%	-21%	-96%	-25%	-8%
C=CCn1c(SCC(=O)N2CCN(c3ccccc3)CC2)nc2c([nH]c3ccccc32)c1=O	18%	1%	-5	0%	7%	1%	2%	-14%	-37%	-1%	-1%
Cc1ccc([N+](=O)[O-])cc1NC(=O)CSc1nnc(C)n1CC1CCCO1 (centres undefined)	-4%	0%	2	6%	5%	0%	0%	7%	-4%	4%	-1%
CSc1ccc(CCNC(=O)CCc2nnc3ccc(N4CCCC4)nn23)cc1	-2%	3%	-4	-14%	5%	22%	-4%	-6%	6%	4%	0%

Screens as filed in PubChem.
